# KCNQ1 inh: inhibitors of human KCNQ1 potassium channel | CHO-K1 KCNQ1, FluxOR thallium flux fluorescence; active compounds read high | B-score at 10 µM | hit rate 1.3% among 310,000;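 active means compounds whose thallium flux B-score, printed positive for inhibition, exceeds three library SD while starting fluorescence stays within three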;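 further: channel opened by potassium depolarization with thallium stimulus after 20 min compound exposure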
# Target sequence (P51787 whole entry, looked up): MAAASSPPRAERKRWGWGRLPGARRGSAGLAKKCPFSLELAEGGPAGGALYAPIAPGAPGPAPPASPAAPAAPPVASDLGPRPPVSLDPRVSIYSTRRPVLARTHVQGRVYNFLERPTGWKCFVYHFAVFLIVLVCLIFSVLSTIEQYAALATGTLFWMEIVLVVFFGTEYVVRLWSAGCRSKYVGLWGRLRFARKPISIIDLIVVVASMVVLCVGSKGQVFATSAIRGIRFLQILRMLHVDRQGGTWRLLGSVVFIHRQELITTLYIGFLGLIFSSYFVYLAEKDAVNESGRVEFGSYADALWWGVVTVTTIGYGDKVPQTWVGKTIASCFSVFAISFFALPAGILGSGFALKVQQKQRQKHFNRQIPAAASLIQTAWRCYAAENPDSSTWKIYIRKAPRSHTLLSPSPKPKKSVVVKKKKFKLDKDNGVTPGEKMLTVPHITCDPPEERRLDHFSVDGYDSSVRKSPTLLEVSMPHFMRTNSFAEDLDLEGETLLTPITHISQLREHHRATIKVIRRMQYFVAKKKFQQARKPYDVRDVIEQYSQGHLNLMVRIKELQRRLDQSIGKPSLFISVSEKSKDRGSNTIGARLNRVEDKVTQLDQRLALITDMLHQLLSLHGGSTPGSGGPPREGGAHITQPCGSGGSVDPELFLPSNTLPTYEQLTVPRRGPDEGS
# RGS4 act: RGS4 potentiation or activation; HEK293 M3R/inducible RGS4, carbachol calcium flux Fluo4; active compounds read low; B-score at 10 µM; hit rate 0.92% among 310,000; AID 463111;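 active means B-score of the integrated calcium signal more than 4 SD below the library mean, with starting fluorescence not abnormally high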;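 further: negative B-score means reduced calcium response which marks RGS4 activation or potentiation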
#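 Reagent: ECmax carbachol challenge; Test system: M3R-expressing HEK293 line, RGS4 induced by doxycycline; Schedule: overnight RGS4 induction, 30 min dye load 37 °C, 20 min compound RT; Detection: calcium dye Fluo4 fluorescence; Read-out: Agonist-evoked peak-minus-minimum fluorescence over baseline, integrated ratio, B score.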
# RGS4 inh: human RGS4 inhibition; P49798; HEK293 M3R/RGS4 inducible, Fluo-4 calcium flux; active compounds read high; triggered by carbachol at its EC20; B-score at 10 µM; hit rate 0.45% among 310,000; AID 463165;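 active means B-score, a plate-corrected calcium signal, over three deviations above library mean, with baseline fluorescence within five deviations of library mean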;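 further: RGS4 expression induced by doxycycline in cells with stable M3 receptor; B-score is computed from the integrated fluorescence ratio over baseline after carbachol; higher B-score means a larger calcium signal and so more RGS4 inhibition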
# Target sequence (P49798 whole entry, looked up): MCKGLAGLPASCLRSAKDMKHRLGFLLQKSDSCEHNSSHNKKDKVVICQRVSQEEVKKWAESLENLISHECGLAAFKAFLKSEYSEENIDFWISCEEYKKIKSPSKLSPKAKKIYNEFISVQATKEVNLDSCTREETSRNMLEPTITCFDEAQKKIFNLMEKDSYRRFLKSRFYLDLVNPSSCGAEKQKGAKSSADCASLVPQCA
# hERG protect: compounds protecting human hERG from proarrhythmic drug block. Q12809. hit rate 0.51% among 310,000. CHO-hERG, FluxOR thallium flux, dofetilide IC70 present. activation (rescue from dofetilide block), less the hit threshold, % at 10 µM;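 active means activation above the mean of controls blocked by dofetilide plus 5 SD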;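 further: thallium influx through hERG after potassium depolarization seen as dye fluorescence rise; in these data hits start at about 4.7%; inactives centre near -7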
# SKKanGAS inh: inhibitors of SKKanGAS S. pyogenes growth in kanamycin (SK-promoter or general growth effect); BacTiter-Glo, 6 h; inhibition, % at 7.5 µM; hit rate 1.3% among 300,000;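 active means mean replicate score, as percent of positive control median, at least 50; inconclusive means mean below 50 but one replicate at or above 50; inactive means mean and every replicate below 50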;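 further: strain carries kanamycin resistance gene driven by streptokinase promoter and grows in 40 µg/ml kanamycin; loss of luminescence reflects streptokinase promoter inhibition or plain growth inhibition; 0% = median of DMSO wells and 100% = positive control at its reference dose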
# KCNQ1 act: potentiators or activators of human KCNQ1 potassium channel. hit rate 0.35% among 310,000. CHO-K1 KCNQ1, thallium flux FluxOR fluorescence; active compounds read high. B-score at 10 µM. AID 2648. P51787;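 active means fluorescence ratio B-score, a plate-corrected score, at least three library SD, with initial intensity B-score within 5 SD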
#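 Assay system: CHO-K1 cells stably expressing KCNQ1. Medium: assay buffer for compound exposure, DMSO matched across wells. Timing: 37 °C overnight plating, 90-min dark dye load, 20-min compound pretreatment. Signal: kinetic FluxOR fluorescence, 10 s baseline plus 110 s post-stimulus.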
# TMEM16A act: activates or potentiates the mouse TMEM16A chloride channel; Q8BHY3; HEK293 TMEM16A/YFP-H148Q/I152L, iodide quench fluorescence; active compounds read low; AID 623877; hit rate 0.3% among 340,000; B-score at 10 µM;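 active means fluorescence-ratio B-score plate-corrected deviation score at least 3 library SD below zero, with starting fluorescence score within 5 deviations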;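 further: channel opened by trigger with iodide after compound preincubation; score built on the fluorescence ratio of max minus min over baseline; more negative score means more quench and so TMEM16A activation or potentiation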
# HDAC3 inhib: blocks human histone deacetylase 3; hit rate 0.15% among 320,000; inhibition, % at 8.3 µM; O15379; recombinant HDAC3, fluorogenic peptide/trypsin coupled, fluorescence; in the data active means inhibition above about 26%, passing the limit was not always enough; inconclusive means no clear call, values can overlap the other calls
# KCNK3 block: human KCNK3 channel inhibition, primary screen | AID 602410 | CHO-KCNK3 thallium flux, FluxOR fluorescence; active compounds read low | hit rate 0.84% among 340,000 | B-score at 10 µM | O14649;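 active means B-score under library mean minus 4 SD, starting fluorescence ratio at most library mean plus 5 SD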;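 further: more negative B-score means stronger inhibition of thallium flux through KCNK3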
# KCNK9 block: inhibitors of human KCNK9 two-pore domain potassium channel. Q9NPC2. HEK293 KCNK9, FluxOR thallium flux fluorescence; active compounds read low. B-score at 10 µM. hit rate 1.2% among 310,000;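 active means ratio B-score over 3 SD below the library mean, with starting fluorescence within 5 SD of its mean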;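 further: negative B-score means less thallium flux so channel inhibition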
# ANO1 block: mouse TMEM16A channel inhibition, primary screen; hit rate 1.2% among 310,000; Q8BHY3; normalized B-score (activity score, 25-100; higher = stronger inhibition) at 10 µM; HEK293 TMEM16A/YFP iodide influx fluorescence, ionomycin;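 active means ratio plate-corrected score three or more library SD toward inhibition, starting fluorescence score within five deviations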;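 further: score derived from kinetic fluorescence span divided by baseline fluorescence per well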
# Active calls of the source: *; i = inactive; ? = inconclusive; · = no result given.
SMILES,KCNQ1 inh,RGS4 act,RGS4 inh,hERG protect,SKKanGAS inh,KCNQ1 act,TMEM16A act,HDAC3 inhib,KCNK3 block,KCNK9 block,ANO1 block
O=[N+]([O-])c1ccc(Cl)cc1CNc1ccc(F)c(F)c1,i,i,i,-12,-8,i,i,3,i,-8.5*,i
COc1ccccc1NC(=O)c1cc(C(=O)O)ccc1C(=O)O,i,i,i,-12,2,i,i,-9,i,i,i
Cc1snc2sc(C(=O)c3ccc(F)cc3)c(N)c12,i,i,i,-14,-8,i,i,2,i,i,i
CCN(C(=O)COC(=O)c1cc(=O)[nH]c2ccccc12)C1CCS(=O)(=O)C1 (stereo not drawn),i,i,i,-6,0,i,i,-3,i,i,i
Cc1cccc(-c2nn(-c3ccccc3)cc2C(=O)N(C)CC(=O)Nc2ccc(N3CCOCC3)cc2)c1,i,i,i,-12,-3,i,i,5,i,i,i
Cc1ccc(C)c(-n2c(C)cc(/C=N/NC(=O)c3c(C)nc4cc(C)ccn34)c2C)c1,i,i,i,-16,14,i,i,-3,i,i,i
COc1ccc(Cl)cc1NS(=O)(=O)c1ccc(S(=O)(=O)N2CCCC2)cc1,i,i,i,-9,-9,i,i,-5,i,i,i
CC1=CC(C)(C)N2C(=O)C(=O)c3cc(OC(=O)c4ccco4)cc1c32,i,i,i,-11,-9,i,i,5,i,i,i
CC(C)CNS(=O)(=O)c1ccc(OCC(=O)Nc2ccc3c(c2)OCO3)c(Cl)c1,i,i,i,-6,7,i,i,4,i,i,i
CCN1CCN(CCCNC(=O)c2ccc(CS(=O)c3ccc(Br)cc3)o2)CC1 (stereo not drawn),i,i,i,-10,15,i,i,4,i,i,i
Cn1c(=O)c2c(nc(CN3CCN(Cc4ccccc4)CC3)n2Cc2ccc(Cl)cc2)n(C)c1=O,i,i,i,-14,0,i,i,2,i,i,i
COc1ccc(NC(=O)CC2Sc3ncnn3C2=O)cc1 (stereo not drawn),i,i,i,-8,-2,i,i,-4,i,i,i
Cc1cc(C)cc(NS(=O)(=O)c2cccs2)c1,i,i,i,-3,3,i,i,9,i,i,i
O=C(c1ccc(N2CCCCC2)c([N+](=O)[O-])c1)N1CCN(S(=O)(=O)c2ccccc2)CC1,i,i,i,-4,-8,i,i,11,i,i,i
COc1ccc(/C=C/C(=O)NCc2ccccn2)cc1OC,i,i,i,-5,7,i,i,-10,i,i,i
Clc1ccc(CNCCCSc2ncccn2)cc1Cl,i,i,i,0,-8,i,i,-3,i,i,i
COc1ccc(Cl)cc1NC(=O)COc1ccc(S(=O)(=O)N2CCOCC2)cc1C,i,i,i,-12,2,i,i,-1,i,i,i
Cc1ccc2oc(=O)n(Cc3ccccc3OC(C)C)c2c1,i,i,i,-8,14,i,i,6,i,i,i
CN(C(=O)c1ccccc1OC1CCN(S(C)(=O)=O)CC1)C1CCOC1 (stereo not drawn),i,i,i,-10,3,i,i,·,i,i,i
Cc1onc(-c2ccccc2)c1C(=O)NC(=S)NNC(=O)c1ccncc1,i,i,i,-1,35,i,i,-8,i,i,i
CN1CCCN(C(=O)c2ccc(Br)s2)CC1,i,i,i,-6,1,i,i,1,i,i,i
CN(C(=O)CSC1=Nc2ccccc2C2=NC(c3ccccc3)C(=O)N12)C1CCCCC1 (stereo not drawn),i,i,i,-13,8,i,i,-2,i,i,i
Cc1ccc(/C(N)=N/OC(=O)COc2ccccc2Cl)cc1,i,i,i,-1,5,i,i,-2,i,i,i
Cc1nn(-c2ccccc2)c(N)c1N=Nc1cccc(S(=O)(=O)N2CCOCC2)c1,i,i,i,-15,4,i,i,-7,i,i,i
CC(=O)Nc1ccc(/C(C)=N/NS(=O)(=O)c2ccccc2)cc1,i,i,i,2,-2,i,i,6,i,i,i
CN1CCN(C(=O)CSc2ccc(Cl)cc2)CC1,i,i,i,0,0,i,i,-2,i,i,i
COc1cccc(/C(C)=N/NS(=O)(=O)c2ccc(Cl)cc2)c1,i,i,i,-5,-3,i,i,2,i,i,i
O=c1cc(N2CCCCC2)c(-c2ccccc2)n[nH]1,i,i,i,-12,5,i,i,-1,i,i,i
COc1cccc(C(=O)Nc2ccc(NC(=O)C3CC=CCC3C(=O)O)cc2)c1 (stereo not drawn),i,i,i,-6,0,i,i,0,i,i,i
CC(C)c1ccc(S(=O)(=O)c2cnc(=S)[nH]c2N)cc1,i,i,i,-2,13,i,i,0,i,i,i
CC(Sc1nc(N)c2c3c(sc2n1)CSC(C)(C)C3)C(=O)Nc1ccccc1 (stereo not drawn),i,i,i,-13,22,i,i,9,i,i,i
O=C(NCCc1ccccc1)C1(S(=O)(=O)c2ccc(Cl)cc2)CC1,i,i,i,-7,2,i,i,5,i,i,i
COc1ccc(C(=O)C(O)C(c2ccc(C)cc2)N2CCOCC2)cc1OC (stereo not drawn),i,i,i,-12,-4,i,i,6,i,i,i
O=C1CC(N2CCCc3ccccc32)C(=O)N1c1ccccc1Cl (stereo not drawn),i,i,i,-6,3,i,i,1,i,i,i
CCOc1ccccc1-c1nc(-c2cc3ccccc3nc2OC)no1,i,i,i,-11,5,i,i,2,i,i,i
C=CCOc1cccc(CNCCCN2CCOCC2)c1,i,i,i,-12,8,i,i,-1,i,i,i
O=C(COC(=O)c1ccccc1C(=O)c1ccccc1)NCCc1ccc(Cl)cc1Cl,i,i,i,-8,5,i,i,14,i,i,i
Cc1cc(Cl)c(S(=O)(=O)Nc2ccc3c(c2)OCCO3)cc1OCC(=O)NC1CCCCC1,i,i,i,-10,-2,i,i,6,i,i,i
N#Cc1ccc(-c2nc3ccccc3nc2-c2ccccc2)cc1C#N,i,i,i,-4,5,i,i,-8,i,i,i
CC1CCCCN1c1nnc(NC(=O)Cn2c(=O)oc3ccccc32)s1 (stereo not drawn),i,i,i,-5,-2,i,i,0,i,i,i
O=C(CCN1C(=O)c2ccccc2S1(=O)=O)Nc1ccccc1O,i,i,i,-1,0,i,i,6,i,i,i
COc1ccc(C(=O)Nc2ccc(C3(C#N)CCCC3)cc2)cc1,i,i,i,-9,14,i,i,-4,i,i,i
Cc1cnc(C(=O)Nc2cccc(-c3nnc4n3CCCCC4)c2)cn1,i,i,i,-10,10,i,i,-3,i,i,i
COc1ccc(NC(=O)CN2CC(c3ccccc3)CC2=O)cc1OC (stereo not drawn),i,i,i,-11,-5,i,i,-8,i,i,i
COc1ccc(C2C(C(C)=O)=C(O)C(=O)N2c2ccc(C)cc2)cc1 (stereo not drawn),i,i,i,-7,3,i,i,13,i,i,i
Cc1c(Cl)ccc2c(C(=O)Nc3cc(C(C)(C)C)on3)cc(-c3ccccn3)nc12,i,i,i,-14,62*,i,i,0,i,i,i
Cc1ccccc1C1CC(c2ccccc2)Nc2ncnn21 (stereo not drawn),i,i,i,-6,-1,i,i,1,i,i,i
CS(=O)(=O)c1ccc2sc(NC(=O)c3cc4ccccc4o3)nc2c1,i,i,i,-4,26,i,i,-16,i,i,i
Cc1ccc(S(=O)(=O)N2CCCCC2)cc1NC(=O)COC(=O)Cc1cccc(C(F)(F)F)c1,i,i,i,-7,-7,i,i,19,i,i,i
Fc1cccc(-c2n[nH]c(=S)n2-c2ccccc2)c1,i,i,i,-13,4,i,i,21,i,i,i
# Carrying on:
SMILES,KCNQ1 inh,RGS4 act,RGS4 inh,hERG protect,SKKanGAS inh,KCNQ1 act,TMEM16A act,HDAC3 inhib,KCNK3 block,KCNK9 block,ANO1 block
COc1ccc(NC(=S)NNC(=O)C2CC2c2ccc(C)cc2)cc1 (stereo not drawn),i,i,i,-1,-4,i,i,0,i,i,i
C=CCn1c(Sc2nncn2C)nc2c1c(=O)[nH]c(=O)n2C,i,i,i,-17,2,i,i,2,i,i,i
Cn1c(NC(=O)c2ccccc2)c(-c2ccccn2)c(=O)c2ccccc21,i,i,i,-16,1,i,i,-3,i,i,i
COc1ccccc1N1CCN(CCCNc2c(C)c(=O)n(C)c(=O)n2C)CC1,i,i,i,0,1,i,i,-2,i,i,i
O=C(OCC(=O)N(CCc1ccccc1)Cc1ccccc1)c1ccccc1NCCO,i,-8.4*,i,-20,1,i,i,1,-9.9*,-9.5*,i
CC(=O)Nc1ccc(Nc2nc(-c3sc(C)nc3C)cs2)cc1,i,i,i,-5,-4,i,i,2,i,i,i
COc1cc(/C=N/Nc2nc3ccccc3s2)ccc1OC(=O)c1ccccc1F,i,i,i,-10,35,i,i,?,i,i,i
O=C(Nc1ccc(Br)cc1)C1OCCc2ccccc21 (stereo not drawn),i,i,i,-9,-7,i,i,-4,i,i,i
O=C(O)CCCC(=O)N1CCc2cc(S(=O)(=O)NCc3ccc(F)cc3)ccc21,i,i,i,-6,3,i,i,-4,i,i,i
NC(=O)C1CCN(C(=O)C2CCC(=O)N(CC3CCCCC3)C2)CC1 (stereo not drawn),i,i,i,-5,-2,i,i,-4,i,i,i
CC(C)C(CC(=O)N1CCCCC1)C1CCOC(C)(C)C1 (stereo not drawn),i,i,i,-14,8,i,i,-3,i,i,i
CC(C)CNC(=O)c1ccc(NC(=O)c2cccs2)cc1,i,i,i,-10,-7,i,i,1,i,i,i
COc1ccc(COCC(O)CN2CCc3ccccc3C2)cc1OC (stereo not drawn),i,i,i,-6,-2,i,i,-7,i,i,i
COc1ccc(C(C(=O)NCC2CCCO2)N(Cc2ccc(F)cc2)C(=O)CNC(=O)c2ccco2)cc1OC (stereo not drawn),i,i,i,-6,-3,i,i,-6,i,i,i
O=C(NC1CCCCCC1)C1CC(=O)N(c2ccc(Cl)cc2)C1 (stereo not drawn),i,i,i,-7,6,i,i,2,i,i,i
O=C(NCCN1CCOCC1)c1cc(S(=O)(=O)NCCCN2CCCC2=O)ccc1Cl,i,i,i,-11,-10,i,i,-1,i,i,i

# 3 entries out of the list above, sorted by their value in HDAC3 inhib, smallest number first:
SMILES	HDAC3 inhib
COc1ccc(COCC(O)CN2CCc3ccccc3C2)cc1OC (stereo not drawn)	-7
CC(C)C(CC(=O)N1CCCCC1)C1CCOC(C)(C)C1 (stereo not drawn)	-3
O=C(NCCN1CCOCC1)c1cc(S(=O)(=O)NCCCN2CCCC2=O)ccc1Cl	-1

# Assay outcomes from PubChem.
